Bioassay records (PubChem)
AmpC inh det: blocks E. coli AmpC beta-lactamase in presence of detergent; purified AmpC, nitrocefin hydrolysis with detergent; Potency, µM (highest dose often 28.7 µM), for inactives: at the top dose activity change, negative = inhibition; 71,000 tested, 0.09% active; active = well fitted curve in the direction sought with a large enough effect
Target sequence (P00811 whole entry, looked up): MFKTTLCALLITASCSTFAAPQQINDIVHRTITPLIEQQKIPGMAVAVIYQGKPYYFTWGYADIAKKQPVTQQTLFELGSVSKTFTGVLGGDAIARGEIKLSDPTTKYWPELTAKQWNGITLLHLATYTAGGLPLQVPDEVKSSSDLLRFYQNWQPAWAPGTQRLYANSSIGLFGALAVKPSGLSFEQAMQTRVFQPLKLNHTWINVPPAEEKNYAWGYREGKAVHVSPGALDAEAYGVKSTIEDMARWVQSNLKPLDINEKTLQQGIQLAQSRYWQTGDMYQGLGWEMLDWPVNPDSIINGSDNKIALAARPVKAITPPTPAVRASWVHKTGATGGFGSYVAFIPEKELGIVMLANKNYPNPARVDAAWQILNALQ
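E. coli AmpC (5.3 nM) in 20 mM phosphate pH 7.0 with 0.01% Triton X-100, preincubated 15 min RT with compound; nitrocefin (2 uL of 800 uM stock) hydrolysis followed by 480 nm absorbance every 20 s over 4 min.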
Starred values were filed as active, the others as inactive; & = joins results of further samples; [ ] = remark or other dose. % is scaled to controls: 0 for no effect and ±100 for the full control effect; potency is read from the fitted curve at half-maximal effect. The list is partial, so the mix of outcomes need not match the whole.

SMILES | AmpC inh det
Cc1cnc(CNc2cc(-c3ccc(C(=O)N(C)C)cc3)ncn2)cn1 | 11%
CCOc1ccc(-n2c(=O)[nH]cc(C(=O)N3CCc4ccccc43)c2=O)cc1 | 2%
COc1ccc2c(C)cc(SCC#N)nc2c1 | -2%
CCOC(=O)c1c(C)n(C)c2ccc(O)c(CN3CCC(C)CC3)c12 | 0%
CCOC(=O)N1CCC(NC(=O)Cn2cc3c(n2)CCCC3)CC1 | 24%
COc1ccc(CN(Cc2cc3cc4c(cc3[nH]c2=O)OCO4)C(=O)NC2CCCCC2)cc1 | 6%
NCCC[C@@H](CC(=O)N[C@@H]1CCCC[C@H]1C(=O)N[C@H](CC(=O)N[C@@H](CCC(=O)O)CC(=O)O)Cc1c[nH]c2ccccc12)NC(=O)C[C@H](Cc1c[nH]c2ccccc12)NC(=O)[C@@H]1CCCC[C@H]1N | -4%
CCOC(=O)n1c(=O)oc2cc(S(=O)(=O)N3CCOCC3)ccc21 | -2%
CS(=O)(=O)N(CC(=O)N1CCc2ccccc2C1)c1ccc2c(c1)OCO2 | -2%
Cc1cc(NC(=O)CSc2nnnn2C2CCCC2)no1 | 0%
CCC(NS(=O)(=O)c1c(C)[nH]c(=O)[nH]c1=O)C12CC3CC(CC(C3)C1)C2 (centres undefined) | 0%
CC(=O)Nc1nc(-c2ccc(Br)s2)cs1 | 13%
CCCS(=O)(=O)N1CCC(C(=O)NCCN(C)Cc2ccccc2)CC1 | -4%
CCOC(=O)N1CCC(NC(=O)C2CCCN(C(=O)N3CCOc4ccccc43)C2)CC1 (centres undefined) | -3%
CCOc1ccc2c(c1)sc(=NC(=O)C1CC1)n2C | -3%
COC(=O)c1[nH]c2ccc(C)cc2c1NS(=O)(=O)c1ccc(F)c(C)c1 | -4%
Cc1ccc(NC(=O)Cn2c(C)cc(C)c(C#N)c2=O)c(Cl)c1 | -5%
Oc1ccc2c3c1O[C@H]1c4[nH]c5ccccc5c4C[C@]4(O)[C@H](C2)N(CC2CC2)CC[C@@]314 | -2%&-8%
Cc1cccc(C)c1NC(=O)C[N+](C)(C)C | 0%&-6%
CCn1cnc2c1c(=O)n(Cc1nnc3n1-c1ccccc1SC3)c(=O)n2Cc1ccccc1 | 19%
CCNc1nnc(-c2ccccc2OC)s1 | 7%
C=C1CC[C@@H]2[C@](C)(CC[C@@H](O)[C@]2(C)CO)[C@@H]1C/C=C1/C(=O)OC[C@H]1O | 12%
CCOC(=O)N1CCN(S(=O)(=O)c2ccc(C)c(C)c2C)CC1 | -9%
C=CCSc1nc2c(c(=O)[nH]c(=O)n2C)n1C/C=C(/C)Cl | -2%
COC(=O)c1ccccc1C(=O)OC | 14%

Reprinted from the entries so far (4 entries):
SMILES | AmpC inh det
CS(=O)(=O)N(CC(=O)N1CCc2ccccc2C1)c1ccc2c(c1)OCO2 | -2%
Cc1cc(NC(=O)CSc2nnnn2C2CCCC2)no1 | 0%
CCC(NS(=O)(=O)c1c(C)[nH]c(=O)[nH]c1=O)C12CC3CC(CC(C3)C1)C2 (centres undefined) | 0%
CC(=O)Nc1nc(-c2ccc(Br)s2)cs1 | 13%

Continued.
SMILES | AmpC inh det
CCC1Oc2ccc(C)cc2N(CC(=O)NCCN2C(C)CCCC2C)C1=O (centres undefined) | 0%
CC(C)n1cc(/C=C(\C#N)S(=O)(=O)c2ccccc2)c2ccccc21 | -1%
CCOC(=O)c1[nH]c(C)c(C(=O)NCc2ccccn2)c1C | -3%
Nc1nnc(CC(=O)N2CCCCC2)s1 | 16%
COc1cccc(C2c3c(oc4ccccc4c3=O)C(=O)N2CCCN2CCOCC2)c1OC (centres undefined) | -2%
Cc1ccc(C)c(NC(=O)c2nnn(Cc3ccccc3)c2N)c1 | 24%
CCOC(=O)c1[nH]c2ccc(OC)cc2c1NC(=O)CN1CCC2(CC1)OCCO2 | -4%
COc1cccc(NC(=O)COc2ccccc2C(N)=O)c1 | -3%
Cc1ccc(C(=O)Cn2c(N3CCOCC3)nc3c2c(=O)n(C)c(=O)n3C)cc1 | 12%
Cc1cc(-c2nc3ccccc3o2)c2ccccc2n1 | -5%
COc1cccc(C2c3c(oc4ccccc4c3=O)C(=O)N2CCCN(C)C)c1OC (centres undefined) | -4%
O=C(CCNS(=O)(=O)c1ccc2c(c1)CCC(=O)N2)NCc1cccnc1 | -4%
Cn1c(Cn2c(=O)sc3ccccc32)nnc1SCC(=O)Nc1ccc2c(c1)OCO2 | 8%
CCN(CC)S(=O)(=O)c1cccc(C(=O)Nc2ccc(C#N)cc2)c1 | -5%
COc1ccc(CC(C(=O)Nc2cccc(F)c2)c2nn[nH]n2)c(OC)c1 (centres undefined) | 16%
Fc1ccc(-c2cc3nc(-c4ccccc4)cc(N4CCN(CCN5CCOCC5)CC4)n3n2)cc1 | -5%
O=C1CC(SC(=NCc2ccc3c(c2)OCO3)Nc2ccccc2)C(=O)N1 (centres undefined) | 1%
CCC(=O)N1CCc2cc(S(=O)(=O)CCC(=O)Nc3ccc(F)c(F)c3)ccc21 | -1%
CC(C)(C)C(=O)NC(c1ccc(Cl)cc1)[C@]1(C)C[C@H]1C1CCCCC1 (some centres undefined) | -2%
CCC(c1nc2ccccc2c(=O)n1CCCn1ccnc1)N1C(=O)c2ccccc2C1=O (centres undefined) | -1%
Cc1ccnc(NC(=O)COC(=O)C2COc3ccccc3O2)n1 (centres undefined) | -9%
OC(Cc1ccccc1)(Cc1ccccc1)c1ccccc1 | -3%[5.75 µM]
Cc1cccc(-n2c(N)c(C(=O)N3CCN(C)CC3)sc2=S)c1 | -3%
CCCC(=O)N1CC2(C)CN(C(=O)CCC)CC(CCC)(C1)C2=O | -6%
CC12CC[C@@H]3c4ccc(OP(=O)(O)O)cc4CCC3C1CCC2=O (some centres undefined) | -3%[5.75 µM]

The listing continues:
SMILES | AmpC inh det
Cc1ccc(Cn2c(SCCN3CCCCC3)nc3c2c(=O)[nH]c(=O)n3C)cc1 | 8%
Cc1cccc(Nc2nn3c(=O)c4ccccc4nc3s2)c1 | 0%
Cc1ccn(CC(=O)O)c(=O)c1 | -3%
CSc1nnc2c(n1)OC(c1cn(C)c3ccccc13)N(C(C)=O)c1ccccc1-2 (centres undefined) | -2%
CCC1(C)Cc2c(sc3nc4n(c(=O)c23)CCCS4)CO1 (centres undefined) | -1%
CCN(Cc1ccccc1)C(=O)c1ccccc1C | -4%
O=C(/N=C1\NC(=O)C(F)(C(F)(F)F)S1)NC1CCCCC1 (centres undefined) | -12%
COC(=O)c1c(NC(=O)CSc2nnnn2-c2ccccc2)sc2c1CCC(C)C2 (centres undefined) | 5%
COCc1nc2c([nH]1)c(=O)n(C)c(=O)n2CC(C)C | 0%&0%
O=C1CS/C(=C\S(=O)(=O)c2ccc(Cl)cc2)N1 | -3%
O=S(=O)(c1cccc(Cl)c1Cl)N1CCCCC1 | -3%
O=C1c2ccccc2C(Nc2ccc(S(=O)(=O)N3CCOCC3)cc2)N1c1cccnc1 (centres undefined) | 10%
COc1cc(NC(=O)CN(c2ccc(C)cc2)S(=O)(=O)c2c(C)nn(C)c2C)cc(OC)c1 | -1%
CCCCSc1nnc([C@H](C)NC(=O)OC(C)(C)C)o1 | -4%
Cc1ccc(O)c(C)c1 | 9%
Cc1ccc2cc(C)c(NCCO)nc2c1 | -2%
Cc1ccnc(NS(=O)(=O)c2cccc3nsnc23)c1 | -4%
CN(Cc1ccco1)c1cc(-c2ccoc2)ncn1 | 1%
CCN1CCN(C(=O)c2nn(-c3ccc(C)cc3)c(=O)c3c2c2ccccc2n3C)CC1 | 12%
CCN(CC)C(=O)CN(c1cc(Cl)ccc1OC)S(C)(=O)=O | -2%
C=CCn1c(O)c(C(C)=NC2CC2)c(=O)[nH]c1=O | -3%
COC(=O)c1cc2ccsc2n1Cc1nc(-c2ccc(OC)cc2)oc1C | 1%
CCCOc1ccc2[nH]cc(C(=O)O)c(=O)c2c1 | -6%
Cc1nn2c(CN(C(=O)c3ccco3)c3ccccc3)nnc2c2ccccc12 | -4%
CCOC(=O)C1CCCN(C(=O)C2CCC(CNS(=O)(=O)c3ccc(NC(C)=O)cc3)CC2)C1 (centres undefined) | -2%

The results go on.
SMILES | AmpC inh det
CN(C)S(=O)(=O)c1cccc(CSc2cccc[n+]2[O-])c1 | 1%
CC1(C)Cc2ccccc2-c2n[nH]c(=S)n21 | 7%
CCCCn1c(SCC(=O)Nc2nnc(CC)s2)nc2ccccc2c1=O | 11%
COc1ccc(CN2CCOCC2)c(C)c1C | -1%
Cc1ncsc1C(=O)Nc1nc2c(s1)CCCC2 | -1%
CCCc1cc2c(n1Cc1ccc(C)cc1)C(C)C1CN(C(=O)c3ccccc3)C(C)(C(=O)OC)C21 (centres undefined) | 4%
N#Cc1cc(C(=O)c2cc(Cl)ccc2O)cn(CC2CCCO2)c1=O (centres undefined) | -3%
CC1(C)CC(=O)C(C2(O)C(=O)N(Cc3ccccc3)c3ccccc32)CO1 (centres undefined) | 1%
Cc1cc(C)n(/N=C/c2ccccc2)c(=O)c1C#N | 1%
Cc1ccc2nc(NC(=O)CCNS(=O)(=O)c3ccc(Br)s3)sc2c1 | 13%
CCC(c1nnnn1Cc1ccco1)N1CCN(c2cc(Cl)ccc2C)CC1 (centres undefined) | -1%
CCOc1ccccc1CNC(=O)CCN1C(=O)COc2ccccc21 | -4%
Cc1cccc2sc(NC(=O)C3CCCO3)nc12 (centres undefined) | -2%
COC(=O)c1ccccc1NC(=O)c1ccccc1N(C)S(C)(=O)=O | -3%
O=C(OCn1cncn1)c1ccc(Cl)cc1Cl | -4%
CCOc1ccc(OCC)c(N=c2oc3c(C)ncc(CO)c3cc2C(N)=O)c1 | 3%
O=C(Cc1ccc(Cl)cc1)Nc1ccc(-c2nnc(-c3ccco3)o2)cc1 | -2%
CN(C)/C=N/c1c(C#N)cnn1-c1nc2ccccc2s1 | -4%
Cc1cc(=O)[nH]c(SCCOc2cccc(C(F)(F)F)c2)n1 | -7%
COc1ccc2nc(C)cc(Nc3ccc(N4CCOCC4)cc3)c2c1 | 13%
O=C(c1ccc2c(c1)OCO2)N1CCN(c2ccc(F)cc2)CC1 | -3%
Cc1cccc(NC(=O)Nc2cc(C)on2)c1 | -7%
Cc1ccc(OCCN2CCN(C(=O)CCC(=O)Nc3nnc(C)s3)CC2)cc1 | -4%
COc1cccc(-c2cncnc2NCc2cccnc2)c1 | 7%
Cc1ccc(S(=O)(=O)C2(C(=O)NC3CCCC3)CC2)cc1 | -2%

Molecules shown so far that have fluorine, in the order listed:
SMILES | AmpC inh det
COC(=O)c1[nH]c2ccc(C)cc2c1NS(=O)(=O)c1ccc(F)c(C)c1 | -4%
COc1ccc(CC(C(=O)Nc2cccc(F)c2)c2nn[nH]n2)c(OC)c1 (centres undefined) | 16%
Fc1ccc(-c2cc3nc(-c4ccccc4)cc(N4CCN(CCN5CCOCC5)CC4)n3n2)cc1 | -5%
CCC(=O)N1CCc2cc(S(=O)(=O)CCC(=O)Nc3ccc(F)c(F)c3)ccc21 | -1%
O=C(/N=C1\NC(=O)C(F)(C(F)(F)F)S1)NC1CCCCC1 (centres undefined) | -12%
Cc1cc(=O)[nH]c(SCCOc2cccc(C(F)(F)F)c2)n1 | -7%
O=C(c1ccc2c(c1)OCO2)N1CCN(c2ccc(F)cc2)CC1 | -3%

Random excerpt: four records from the list
SMILES | AmpC inh det
CN(C)S(=O)(=O)c1cccc(CSc2cccc[n+]2[O-])c1 | 1%
CCC(c1nnnn1Cc1ccco1)N1CCN(c2cc(Cl)ccc2C)CC1 (centres undefined) | -1%
Cc1cc(C)n(/N=C/c2ccccc2)c(=O)c1C#N | 1%
Cc1ccc2nc(NC(=O)CCNS(=O)(=O)c3ccc(Br)s3)sc2c1 | 13%

(list continues)
SMILES | AmpC inh det
CCOc1ccc(-n2c(Cc3cc(=O)[nH]c(=O)[nH]3)nnc2SC(C)C(=O)OC)cc1 (centres undefined) | 10%
COCCNC(=O)c1ccc(CS(=O)(=O)c2ccccc2)o1 | -3%
O=C(CCn1c(=O)oc2ccccc21)n1c(=O)oc2ccccc21 | -2%
COc1ccc(C(N)CCc2ccco2)cc1 (centres undefined) | -3%
O=C(CN1CCN(c2ccc(F)cc2)CC1)NCC1CCCO1 (centres undefined) | 7%
Cc1c(C(=O)OCC(C)(C)CN(C)C)oc2ccccc12 | -1%
CSc1ccc(S(=O)(=O)Nc2ccc3c(c2)OCCO3)cc1 | 15%
Cc1ccc(NC(=O)CC2Oc3ccccc3NC2=O)c(C)c1 (centres undefined) | 13%
C[C@@H]1C=C[C@](Cc2ccccc2)(C(=O)NCCCNc2ncc(C(F)(F)F)cc2Cl)N1C(=O)c1ccccc1 | 8%
O=C(Nc1nccs1)c1cc(N2CCOCC2)nc2ccccc12 | 14%
CCOC(=O)C1CCN(C(=O)Cc2cccs2)CC1 | -4%
Cc1ncoc1C(=O)Nc1ccc2c(c1)OCCO2 | -3%
COc1ccc(S(=O)(=O)N(CC(=O)N2CCN(C)CC2)c2ccc(C)cc2)cc1OC | -6%
Cc1nc(NCCCn2ccnc2)c2ccccc2n1 | -1%
CCCS(=O)(=O)N1CCCC(C(=O)NCCCN2CCCC2=O)C1 (centres undefined) | -2%
O=C(CCCc1cccs1)N1CCN(S(=O)(=O)c2ccccc2Br)CC1 | 16%
Nc1ccc(NC(=O)c2cccs2)c(Cl)c1 | 15%
O=C(O)C1C2CCC(C2)C1C(=O)NCc1ccccn1 (centres undefined) | 9%
O=c1[nH]cnc2scc(-c3ccsc3)c12 | 0%
COc1ccc(NC(=O)c2cc(-c3ccc(O)cc3)on2)cc1OC | 5%
CCC(=O)Nc1nc2ccccc2n1Cc1ccccc1 | 2%
